KCNK3 inh: human KCNK3 channel inhibition, primary screen; O14649; CHO-KCNK3 thallium flux, FluxOR fluorescence; stronger effect = lower value; B-score at 10 µM; hit rate 0.84% among 340,000; AID 602410;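 active means B-score under library mean minus 4 SD, starting fluorescence ratio at most library mean plus 5 SD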;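 further: more negative B-score means stronger inhibition of thallium flux through KCNK3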
ANO1 activ: activators or potentiators of mouse TMEM16A chloride channel; Q8BHY3; HEK293 TMEM16A/YFP-H148Q/I152L, iodide quench fluorescence; stronger effect = lower value; B-score at 10 µM; hit rate 0.3% among 340,000; AID 623877;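 active means fluorescence-ratio B-score plate-corrected deviation score at least 3 library SD below zero, with starting fluorescence score within 5 deviations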;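 further: channel opened by trigger with iodide after compound preincubation; score built on the fluorescence ratio of max minus min over baseline; more negative score means more quench and so TMEM16A activation or potentiation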
Target sequence (Q8BHY3 whole entry, looked up): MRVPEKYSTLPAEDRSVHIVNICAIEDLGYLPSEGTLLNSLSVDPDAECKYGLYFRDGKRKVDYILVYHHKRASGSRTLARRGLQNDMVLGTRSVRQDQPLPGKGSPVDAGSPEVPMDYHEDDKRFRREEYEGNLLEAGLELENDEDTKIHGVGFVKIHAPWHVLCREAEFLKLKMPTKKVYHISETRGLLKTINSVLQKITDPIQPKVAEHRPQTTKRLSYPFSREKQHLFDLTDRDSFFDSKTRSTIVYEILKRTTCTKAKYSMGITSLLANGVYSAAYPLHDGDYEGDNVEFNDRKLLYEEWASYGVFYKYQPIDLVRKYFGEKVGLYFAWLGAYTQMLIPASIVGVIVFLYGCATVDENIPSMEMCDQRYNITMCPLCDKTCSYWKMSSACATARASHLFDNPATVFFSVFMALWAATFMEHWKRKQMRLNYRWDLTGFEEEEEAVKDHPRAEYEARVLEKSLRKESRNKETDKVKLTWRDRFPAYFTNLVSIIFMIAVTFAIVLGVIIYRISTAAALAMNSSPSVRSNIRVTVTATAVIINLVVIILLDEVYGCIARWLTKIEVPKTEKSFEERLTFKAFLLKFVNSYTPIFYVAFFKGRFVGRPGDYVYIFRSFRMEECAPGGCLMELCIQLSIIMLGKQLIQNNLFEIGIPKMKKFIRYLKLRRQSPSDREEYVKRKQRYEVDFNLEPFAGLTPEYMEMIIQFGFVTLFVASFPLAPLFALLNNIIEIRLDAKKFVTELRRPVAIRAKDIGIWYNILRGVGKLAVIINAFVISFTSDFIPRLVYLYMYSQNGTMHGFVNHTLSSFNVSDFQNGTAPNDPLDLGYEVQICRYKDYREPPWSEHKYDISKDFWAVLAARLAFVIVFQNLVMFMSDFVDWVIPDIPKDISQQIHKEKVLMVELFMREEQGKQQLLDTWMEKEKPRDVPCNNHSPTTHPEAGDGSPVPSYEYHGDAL
* = called active by the depositor; i = inactive. Not all compounds are listed; count on the stated rates, not on these rows.

cpd	SMILES	KCNK3 inh	ANO1 activ
1	CCc1ccccc1-n1ncc(C(=O)Nc2ccc(OC)cc2)c1C	i	i
2	CSCCC(NC(=O)c1ccco1)C(=O)OCC(=O)N1c2ccccc2NC(=O)C1(C)C (configuration not stated)	i	i
3	O=C(COC(=O)C1=NN(c2ccccc2)C(=O)CC1)NCc1ccccc1Cl	i	i
4	CCN(C(=O)COC(=O)/C=C/c1ccc(C)o1)c1c(N)n(Cc2ccccc2)c(=O)[nH]c1=O	i	i
5	O=S(=O)(c1ccc2c(c1)CCCN2)N1CCCC1	i	i
6	O=C(NC1(C(=O)O)CCCC1)C(Cl)Cl	i	i
7	CCOC(=O)c1c(C)[nH]c(C(=O)NCC(c2ccco2)N2CCCCC2)c1C (configuration not stated)	i	i
8	CC(C)n1ncc2c(C(=O)NCCOc3ccccc3F)cc(C3CC3)nc21	i	i
9	Cc1ccc(S(=O)(=O)N2C[C@@H]3[C@H]4CC[C@H](C4)[C@@H]3[C@@H](C)[C@H]2c2ccn(Cc3ccccc3)c2)cc1	i	i
10	CCN(CC(=O)NCc1cccs1)C(=O)c1cccc(S(=O)(=O)N(C)C)c1	i	i
11	O=C(COC(=O)Cc1ccccc1[N+](=O)[O-])NNC(=O)c1ccc([N+](=O)[O-])cc1	i	i
12	O=C(Cc1ccc(S(=O)(=O)N2CCOCC2)s1)N1CCN(S(=O)(=O)c2ccccc2F)CC1	i	i
13	CC(=O)Nc1ccc(C(=O)OCC(=O)Nc2ccc(S(=O)(=O)N3CCOCC3)cc2)cc1	i	i
14	O=C(COC(=O)C1=COCCO1)Nc1ccc([N+](=O)[O-])cc1C(F)(F)F	i	i
15	CCC1(CC)NC(=O)N(CC(=O)Nc2cccc3ccccc23)C1=O	i	i
16	CC(C)n1ncc2c(C(=O)N3CCN(Cc4ccc(Cl)s4)CC3)cc(C3CC3)nc21	i	i
17	Cc1cc(C(=O)OCC(=O)NCc2ccc(Cl)cc2Cl)c(C)o1	i	i
18	COc1ccc(C(=O)Nc2ccc(N3CCOCC3)cc2)cc1S(=O)(=O)N1CCOCC1	i	i
19	CCOC(=O)[C@@H]1[C@H]2COc3ccc(Br)cc3[C@H]2N2C(=O)N(c3ccc(OC)cc3)C(=O)[C@]12C	i	i
20	CSc1nc2ccc(NC(=O)COc3ccccc3F)cc2s1	i	i

Some of the entries so far, with each value named:
20) CSc1nc2ccc(NC(=O)COc3ccccc3F)cc2s1
- KCNK3 inh: i
- ANO1 activ: i
19) CCOC(=O)[C@@H]1[C@H]2COc3ccc(Br)cc3[C@H]2N2C(=O)N(c3ccc(OC)cc3)C(=O)[C@]12C
- KCNK3 inh: i
- ANO1 activ: i

(continued)
cpd	SMILES	KCNK3 inh	ANO1 activ
21	Cc1ccccc1CSc1ccc(S(=O)(=O)N2CCCC2)cn1	i	i
22	CC1=CC(=O)CC(C)(C)[C@@]1(O)/C=C/[C@@H](C)O[C@@H]1O[C@H](CO)[C@@H](O)[C@H](O)[C@H]1O	i	i
23	CC(=O)Nc1ccc(C(=O)OCC(=O)NCc2ccc3c(c2)OCO3)cc1	i	i
24	COc1ccc(NC(=O)CN(C)C(=O)C2=NN(c3ccccc3)C(=O)CC2)cc1	i	i
25	CC(C)(C)OC(=O)C[C@H]1C/C=C\C[C@@H](CC(=O)N(CCO)Cc2ccccc2)C(=O)NC[C@@H](c2ccccc2)OC1=O	i	i
26	O=C(CCNS(=O)(=O)c1ccc(OC(F)(F)F)cc1)N1CCCC1	i	i
27	COc1ccc(NC(=O)N(C)C[C@H]2Oc3ccc(NS(=O)(=O)c4cccs4)cc3C(=O)N([C@@H](C)CO)C[C@@H]2C)cc1	i	i
28	CN(CC(=O)Nc1ccc(N2CCOCC2)cc1)C(=O)c1cc2c(s1)CCCC2	i	i
29	COc1ccc(C(=O)Nc2ccccc2N2CCOCC2)cc1S(=O)(=O)N1CCOCC1	i	i
30	Fc1ccc2cnc(-c3ccccc3)c(-c3cccc(C(F)(F)F)c3)c2c1	i	i
31	Cc1ccc(NC(=O)COC(=O)Cn2c(C)csc2=O)cc1S(=O)(=O)N1CCOCC1	i	i
32	O=C(c1cc(C2CC2)nn1-c1ccccc1)N1CCN(c2ncc(C(F)(F)F)cc2Cl)CC1	i	i
33	O=C(OCC(=O)N1CCN(C(=O)c2ccco2)CC1)c1cncc(Br)c1	i	i
34	CC(NC(=O)CN1CCN(C(=O)c2cccs2)CC1)c1ccc(F)cc1F (configuration not stated)	i	i
35	COc1ccccc1-c1sc2ccccc2c1-c1ccccc1OC	i	i
36	Cc1ccc(C(=O)CCC(=O)N2CCC(C(N)=O)CC2)s1	i	i
37	COc1ccc(Cl)cc1S(=O)(=O)N1CCN(C(=O)c2cc(OC)c(OC)c(OC)c2)CC1	i	i
38	Cc1ccc(Cl)c(NC(=O)CSc2cccc[n+]2[O-])c1Cl	i	i
39	CN(C)S(=O)(=O)c1ccc(C(=O)OCC(=O)NC(=O)NC2CCCC2)cc1	i	i
40	O=C1c2cccc(NCCCNCCO)c2C(=O)c2cccc(NCCCNCCO)c21	i	i
41	CCCCN(C(=O)c1cccc(S(=O)(=O)N2CCCC2)c1)c1c(N)n(CCC)c(=O)[nH]c1=O	i	i
42	CC(=O)Nc1ccc(NC(=O)CCc2c(C)noc2C)cc1	i	i
43	O=C1C=C(c2cccc3c2sc2ccccc23)C[C@@H](c2ccc(F)cc2)C1	i	i
44	O=C1NC(c2cccc(OCc3ccccc3)c2)Nc2ccccc21 (configuration not stated)	i	i
45	COc1ccccc1-c1nc(SCC(=O)N2CCC(C(N)=O)CC2)n[nH]1	i	i
46	O=C1OC[C@@H]2CCCN2C(=O)[C@@H](CC(=O)N(CCO)Cc2ccccc2)C/C=C\C[C@H]1Cc1ccc(F)cc1	i	i
47	CC(C)n1c(=O)[nH]c(=O)n1C(C)C	i	i
48	O=C(O)C1CSC(c2ccc(O)c([N+](=O)[O-])c2)N1 (configuration not stated)	i	i
49	Cc1ccc(NC(=O)COC(=O)c2cccc(C)c2[N+](=O)[O-])cc1S(=O)(=O)N1CCCCC1	i	i
50	Cc1cc(C)c(NC(=O)CNC(=O)Cc2ccc(S(=O)(=O)N3CCOCC3)s2)c(C)c1	i	i
51	O=C(COC(=O)c1ccncc1)Nc1cc(S(=O)(=O)N2CCOCC2)ccc1Cl	i	i
52	CC1(C)COC(=S)N1CCC#N	i	i
53	O=C(Cn1cnc2c(OCc3ccccc3)ncnc21)NCC1CCCO1 (configuration not stated)	i	i
54	CCOc1ccc(C(=O)OCC(=O)Nc2cccnc2Cl)cc1OCC	i	i
55	COc1ccccc1N1CCN(C(=O)c2ccc(Br)o2)CC1	i	i
56	COc1ccc([C@H]2CC(=O)C=C(c3ccccc3)C2)cc1OC	i	i
57	Cc1nnc2n1N=C(c1ccc(F)cc1F)CS2	i	i
58	COc1cc(OC)cc(C(=O)NCC(=O)N2CCN(S(=O)(=O)c3ccccc3F)CC2)c1	i	i
59	CCOC(=O)c1c(NC(=O)CSc2nnc(-c3ccncc3)n2Cc2ccco2)sc(C(C)=O)c1C	i	i
60	O=C(OCC(=O)N1CCCC1=O)C1CCN(S(=O)(=O)c2ccc(Cl)c(C(F)(F)F)c2)CC1	i	i

Next structures:
Each structure is followed by: KCNK3 inh, ANO1 activ
61	O=C(NCCc1ccc2c(c1)OCCO2)c1cccc(S(=O)(=O)N2CCCC2)c1
→ i, i
62	COc1ccc(-c2sc3ccccc3c2/C=C/c2ccc(OC)c(OC)c2)cc1
→ i, i
63	CCN(CC(=O)NCc1cccs1)C(=O)COc1ccc(C(N)=O)cc1
→ i, i
64	Cc1ccc(C)c(NC(=O)CN(C)C(=O)CN2C(=O)NC3(CCc4ccccc43)C2=O)c1 (configuration not stated)
→ i, i
65	O=C(OCC(=O)N1CCN(S(=O)(=O)c2ccc(Cl)cc2)CC1)C1CC1
→ i, i
66	O=C1CCCC(=O)C1C(c1ccc(Cl)cc1)C1C(=O)CCCC1=O
→ i, i
67	Cc1ccc(S(=O)(=O)N2CCCCC2)cc1NC(=O)C1=NN(c2ccccc2)C(=O)CC1
→ i, i
68	C/C(Nc1ccc(Cl)cc1)=C1/CCOC1=O
→ i, i
69	O=C(COC(=O)c1ccc(S(=O)(=O)N2CCCCC2)cc1)NCc1ccccc1
→ i, i
70	CC(C)CN(C(=O)Cn1ccccc1=O)C1CCS(=O)(=O)C1 (configuration not stated)
→ i, i
71	O=C(COC(=O)C12CC3CC(CC(Cl)(C3)C1)C2)N1CCCCC1
→ i, i
72	CCC(C)c1ccccc1NC(=O)c1cccc(-n2cnnn2)c1 (configuration not stated)
→ i, i
73	N#Cc1ccc(S(=O)(=O)N2CCN(C(=O)[C@@H]3CCCN3C(=O)c3cccs3)CC2)cc1
→ i, i
74	COc1cc(C(=O)NCC2CCCO2)ccc1OCc1ccc(Cl)cc1 (configuration not stated)
→ i, i
75	CC1CCCC(NC(=O)c2cc(S(=O)(=O)N3CCCCC3)ccc2Cl)C1C (configuration not stated)
→ i, i
76	COc1cccc(C(=O)NNC(=O)c2ccc3ccccc3c2)c1
→ i, i
77	COC(=O)[C@]1(C)N[C@H](CN(C)S(=O)(=O)c2ccc(F)cc2)[C@@H]2C(=O)N(C)C(=O)[C@@H]21
→ i, i
78	CN(C)c1cccc(C(=O)OCC(=O)c2ccc[nH]2)c1
→ i, i
79	CC(=O)N1CCN(c2ccc(S(=O)(=O)N3CCCCC3)cc2[N+](=O)[O-])CC1
→ i, i
80	COCCCNC(=O)Cc1ccc(S(=O)(=O)N2CCOCC2)s1
→ i, i
81	O=c1oc(C2(O)CCCCC2)cc2ccccc12
→ i, i
82	CCN1C(=O)[C@H]2[C@@H](c3ccc(-c4ccc(OC)cc4)c(OC)c3)N[C@@](Cc3ccccc3)(C(=O)OC)[C@H]2C1=O
→ i, i
83	CC(C)c1ccc(NC(=O)c2n[nH]c(=O)c3ccccc23)cc1
→ i, i
84	CCOc1ccccc1NC(=O)C1CCCCN1S(=O)(=O)c1ccccc1 (configuration not stated)
→ i, i
85	COc1ccc2c(c1)C(=O)N1[C@H]3c4cc(Cl)ccc4OC[C@@H]3[C@H](c3ccccc3)[C@]1(C)C(=O)N2
→ i, i
86	C#CCOCCOCCOCCNc1nc(N2CCN(C(=O)[C@H](CC(N)=O)n3cc(C(N)[C@@H](C)CC)nn3)CC2)nc(N2CCN(C(=O)[C@H](CCC(=O)O)n3cc([C@@H](N)CCCCN)nn3)CC2)n1 (some centres not stated)
→ i, i
87	COc1cc2c(cc1CNC[C@H]1O[C@@H](n3cnc4c(N)ncnc43)[C@H](O)[C@@H]1O)OCO2
→ i, i
88	N#CC1(NC(=O)CSc2nnc(C3CC3)n2C2CC2)CCCCC1
→ i, i
89	CC(=O)Nc1ccc(C2=CC(=O)C[C@H](c3ccc(Cl)cc3)C2)cc1
→ i, i
90	CN(C)S(=O)(=O)c1ccc(C(=O)NNC(=O)c2ccccc2-n2cccc2)cc1
→ i, i
91	Cc1c(NS(=O)(=O)c2cc(C(=O)Nc3ccc(F)cc3Cl)ccc2Cl)c(=O)n(-c2ccccc2)n1C
→ i, i
92	Cc1nc(SCC(=O)Nc2cc(S(=O)(=O)N3CCOCC3)ccc2Cl)nc(C)c1C
→ i, i
93	CCOc1ccc(NC(=O)CN(C)C(=O)Cc2sc(C)nc2-c2ccc(F)cc2)cc1OCC
→ i, i
94	COc1ccc(-c2nn(-c3ccccc3)cc2/C=C/C(=O)N(C)CC(=O)Nc2cccc(F)c2)cc1OC
→ -10*, i
95	CC(=O)NC(C)c1cc(Cl)c2ccccc2c1O (configuration not stated)
→ i, i
96	CSc1ncccc1C(=O)OCC(=O)c1ccc[nH]1
→ i, i
97	Cc1ccc(NC(=O)COC(=O)c2ccc(-n3cccn3)cc2)cc1C
→ i, i
98	COC1C(OC(=O)/C=C/C=C/C=C/C=C/C(=O)O)CCC2(CO2)C1C1(C)OC1CC=C(C)C (configuration not stated) (tested in a mixture with another compound)
→ i, i
99	CCNc1ncnc2[nH]ncc12
→ i, i
100	CCc1c(Cl)nc(N)nc1Nc1ccccc1Cl
→ i, i
101	Nc1ccc2sc(N)nc2c1
→ i, i
102	CC(Oc1ccccc1)C(=O)OCC(=O)Nc1ccc2c(c1)OCO2 (configuration not stated)
→ i, i
103	O=C1Cc2ccccc2C(=O)N1Nc1ccccc1
→ i, i
104	Cc1cc(C)n2c(SCC(=O)Nc3ccccc3C#N)nnc2n1
→ i, i
105	CC(C)NC(=O)Nc1ccc2c(c1)C(=O)N([C@H](C)CO)C[C@H](C)[C@@H](CN(C)C(=O)Nc1ccc3c(c1)OCO3)O2
→ i, i
106	COc1ccc(Br)cc1/C=N/Nc1ccc(S(=O)(=O)Nc2ccccc2C(=O)O)cc1[N+](=O)[O-]
→ i, i
107	Cn1nc(SCc2ccccc2)c(=O)n(C(c2ccccc2)c2ccccc2)c1=O
→ i, i
108	CSCCC(NC(=O)COc1ccccc1)C(=O)N1CCN(c2ccccc2)CC1 (configuration not stated)
→ i, i
109	CCN(C(=O)COC(=O)CCc1ccc(OC)cc1)c1c(N)n(Cc2ccccc2)c(=O)[nH]c1=O
→ i, i
110	CN1CCc2c(sc3c2c(=O)n(-c2ccccc2)c2nnc(SCc4ccc(F)cc4)n32)C1
→ i, i
111	Cc1ccc(NC(=O)Cn2nc(C(=O)O)c3ccccc3c2=O)cc1S(=O)(=O)N1CCCCC1
→ i, i

Reformatted with each value named: part of the list above
#108 CSCCC(NC(=O)COc1ccccc1)C(=O)N1CCN(c2ccccc2)CC1 (configuration not stated)
- KCNK3 inh: i
- ANO1 activ: i
#110 CN1CCc2c(sc3c2c(=O)n(-c2ccccc2)c2nnc(SCc4ccc(F)cc4)n32)C1
- KCNK3 inh: i
- ANO1 activ: i
#109 CCN(C(=O)COC(=O)CCc1ccc(OC)cc1)c1c(N)n(Cc2ccccc2)c(=O)[nH]c1=O
- KCNK3 inh: i
- ANO1 activ: i
#104 Cc1cc(C)n2c(SCC(=O)Nc3ccccc3C#N)nnc2n1
- KCNK3 inh: i
- ANO1 activ: i
